Cav3 T inh = human Cav3.2 channel inhibition, primary screen; Cav3.2-expressing cells, Fluo-4 calcium fluorescence FDSS; hits give low values; B-score at 10 µM; actives 4% (n = 100,000); AID 449739;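 active = single-dose well whose peak fluorescence ratio is a statistical outlier from its plate by either plate-standardised score or position-corrected B-score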
Starred values were filed as active, the others as inactive. The list is partial; rates above refer to the full screens.

SMILES: O=C(COC(=O)CCC(=O)c1cccs1)Nc1ccc(S(=O)(=O)N2CCOCC2)cc1
  Cav3 T inh: 0.0852

SMILES: CC1(C)N=C(c2cccs2)C(C)(C)N1O
  Cav3 T inh: 1.85

SMILES: CCCOC(=O)c1ccc(NC(=O)c2ccoc2C)cc1
  Cav3 T inh: -0.326

SMILES: CCNc1nc(N)nc(-c2cc(Cl)ccc2OC)n1
  Cav3 T inh: 0.499

SMILES: O=C(c1ccco1)N1CCN(C/C=C/c2ccccc2)CC1
  Cav3 T inh: -0.474

SMILES: COc1cccc(-n2nnc3c(=O)n(Cc4cccc(C)c4)cnc32)c1
  Cav3 T inh: -1.73

SMILES: O=C(CSc1n[nH]c(-c2cccs2)n1)NCc1cccs1
  Cav3 T inh: -0.458

SMILES: O=C1Nc2cc(Cl)ccc2C1(N1CCNCC1)C(F)(F)F (stereo not given)
  Cav3 T inh: 0.409

SMILES: Cn1nnnc1SCCNCc1cccnc1
  Cav3 T inh: -1.33

SMILES: O=C1CCC(C(=O)OCC(=O)N2N=C3/C(=C/c4ccccc4)CCCC3C2c2ccccc2)N1 (stereo not given)
  Cav3 T inh: -2.23

SMILES: CC(C)NC(=O)C1CCN(Cc2cnn(-c3ccccc3)c2-n2cccc2)CC1
  Cav3 T inh: 0.296

SMILES: NC(=O)CSc1ncnc2c1cnn2Cc1ccccc1
  Cav3 T inh: 1.6

SMILES: COC(=O)c1cc(=O)nc2sc(-c3ccc(F)cc3)nn12
  Cav3 T inh: 1.17

SMILES: COc1cc(C2NC(=O)NC(C)=C2C(=O)OCc2ccc(C)cc2)cc(OC)c1O (stereo not given)
  Cav3 T inh: -0.595

SMILES: COc1ccc(OC)c(NC(=O)CSc2nnc(Cc3cccn3C)n2CCc2ccccc2)c1
  Cav3 T inh: -3.63

SMILES: Cc1[nH]c(=S)[nH]c(=O)c1Cc1ccccc1
  Cav3 T inh: 0.428

SMILES: CCOc1ncccc1C(=O)N1CCN(Cc2ccc3c(c2)OCO3)CC1
  Cav3 T inh: 0.775

SMILES: CC1(C)CC(=O)C=C(Nc2cccc(O)c2)C1
  Cav3 T inh: -0.0151

SMILES: CC(C)COC(=O)CCn1[nH]c(=O)c2ccccc2c1=O
  Cav3 T inh: 0.79

SMILES: C[C@@H]1O[C@@H](O[C@H]2[C@H](Oc3cc(O)c4c(c3)O[C@H](c3ccc(O)cc3)CC4=O)O[C@H](CO)[C@@H](O)[C@@H]2O)[C@H](O)[C@H](O)[C@H]1O
  Cav3 T inh: 0.117

SMILES: Nn1cc(-c2ccccc2)nc1SCC(=O)NCCN1C(=O)CSC1=O
  Cav3 T inh: 0.516

SMILES: COc1c(C(C)C)cc(NC(C)=O)cc1C(C)C
  Cav3 T inh: 0.678

SMILES: COc1cccc(Nc2c(F)c(OC)c(F)c(F)c2C(=O)O)c1
  Cav3 T inh: -1.38

SMILES: CCC(C)c1c(O)nc(SCC(=O)N2CCOCC2)[nH]c1=O (stereo not given)
  Cav3 T inh: 0.769

SMILES: Cc1ccccc1-c1nc2ccccc2o1
  Cav3 T inh: 0.258

SMILES: CCOc1ccc(N2C(=O)CC(N3CCc4ccccc43)C2=O)cc1 (stereo not given)
  Cav3 T inh: 0.173

SMILES: COc1cc(NC(=O)CCCSc2nc(-c3ccco3)cc(C(F)(F)F)n2)cc(OC)c1OC
  Cav3 T inh: -3.65

SMILES: Cc1ccc2c(c1)N(CC(=O)N(Cc1ccc3c(c1)OCO3)CC1CCCO1)C(=O)C(C)O2 (stereo not given)
  Cav3 T inh: -1.68

SMILES: CCCC(=O)c1cc2cc(Cl)ccc2oc1=O
  Cav3 T inh: -1.65

SMILES: COc1ccc(CNC(=O)CSc2nc3nc(C)cc(C)n3n2)cc1
  Cav3 T inh: 0.253

SMILES: CN1CCC(NC(=O)c2cccs2)CC1
  Cav3 T inh: -0.201

SMILES: CC1CC(C)CN(S(=O)(=O)c2ccc(F)c(C(=O)Nc3ccc(Cl)cc3F)c2)C1 (stereo not given)
  Cav3 T inh: 0.847

SMILES: O=C(OC(C(=O)NC1CCCCC1)c1ccccc1)c1ccco1 (stereo not given)
  Cav3 T inh: -0.36

SMILES: Cc1c(C(=O)Nc2ccc3c(c2)OCO3)sc2ncn(CC(=O)N3CC(C)CC(C)C3)c(=O)c12 (stereo not given)
  Cav3 T inh: 0.772

SMILES: Cc1nc(SCC(=O)N2CCC(C(N)=O)CC2)n[nH]1
  Cav3 T inh: -0.0311

SMILES: O=C(CSc1nc2ccccc2s1)Nc1ncccn1
  Cav3 T inh: 0.34

SMILES: CCOc1ccccc1NC1c2ccccc2C(=O)N1c1ccc(C)cn1 (stereo not given)
  Cav3 T inh: -1.37

SMILES: COc1cc(C(=O)N2CCC(NC(=O)C(Cc3ccc(C)cc3)NC(C)=O)CC2)cc(OC)c1OC (stereo not given)
  Cav3 T inh: 0.877

SMILES: Cc1ccc(NC(=O)C(=O)NC(C)C2COc3ccccc3O2)cc1 (stereo not given)
  Cav3 T inh: 0.732

SMILES: COc1ccccc1CN(Cc1nc2ccccc2c(=O)[nH]1)C(=O)Nc1ccccc1C
  Cav3 T inh: -5.94*

SMILES: CCOC(=O)N1CCN(C(=O)N2CCOCC2)CC1
  Cav3 T inh: 0.0678

SMILES: Cc1ccc(-n2c(SCC(N)=O)nnc2-c2ccccn2)cc1C
  Cav3 T inh: 2.39

SMILES: NC(=O)N1CCN(C(=O)c2ccco2)CC1
  Cav3 T inh: 0.215

SMILES: CC1CCCC(NC(=O)COC(=O)c2ccccc2NC(=O)c2ccco2)C1C (stereo not given)
  Cav3 T inh: -0.592

SMILES: COC(=O)c1ccc(NC(=O)C2CCCCC2C(=O)O)cc1 (stereo not given)
  Cav3 T inh: 0.836

SMILES: Cc1ccc(C(=O)O)cc1S(=O)(=O)NCC1CCCO1 (stereo not given)
  Cav3 T inh: -3.72

SMILES: CCCC(O)(c1ccc(Cl)cc1)C(CN1CCOCC1)c1ccccc1 (stereo not given)
  Cav3 T inh: -1.2

SMILES: CCOC(=O)c1ccc(NC(=O)c2nc[nH]c2C(=O)NC2CCN(C(=O)OC(C)(C)C)CC2)cc1
  Cav3 T inh: 0.391

SMILES: CCn1c(C)nc2cc(S(=O)(=O)C(F)F)ccc21
  Cav3 T inh: 0.58

SMILES: Cc1noc(C)c1S(=O)(=O)N(CCc1ccccc1)Cc1ccccc1
  Cav3 T inh: -4.69*

SMILES: c1ccc2c(c1)oc1c(Nc3ccc(CN4CCOCC4)cc3)ncnc12
  Cav3 T inh: 0.343

SMILES: COc1ccc(NC(=O)N2CCC(C(=O)c3ccc(F)cc3)CC2)cc1
  Cav3 T inh: 0.518

SMILES: COc1cccc(N2CCN(c3ncccn3)CC2)c1
  Cav3 T inh: 0.114

SMILES: Cc1ccnc(NS(=O)(=O)c2ccc(NC(=O)c3ccc(C)o3)cc2)n1
  Cav3 T inh: 0.474

SMILES: COc1ccc2c(c1)OC(O)(C(F)(F)F)CC2=O (stereo not given)
  Cav3 T inh: -0.212

SMILES: O=C(Nc1cccc(Br)c1)c1cc2ccccc2o1
  Cav3 T inh: -2.23

SMILES: COC(=O)[C@H](C)NC(=O)NCc1ccco1
  Cav3 T inh: -0.142

SMILES: CCCS(=O)(=O)N1CCCC(C(=O)NCCN(C)Cc2ccccc2)C1 (stereo not given)
  Cav3 T inh: 0.177

SMILES: CC1(C)N=C(SCC(=O)Nc2ccc(Cl)cc2)C(c2ccccc2)=N1
  Cav3 T inh: -5.18*

SMILES: COc1ccc(OC)c(NC2=NC3(CCCC3)N=C(N)N2)c1
  Cav3 T inh: -0.372

The list continues.
smiles | Cav3 T inh
C=CCn1c(SCC(=O)NCc2ccco2)nc2sc3c(c2c1=O)CCCC3 | -1.44
COc1ccc(-c2noc(-c3ccccc3C(=O)NCc3ccco3)n2)cc1 | -1.97
O=C(Nc1ccccc1)c1ccccc1NC(=O)C1CCCCC1 | 0.304
c1cncc(-c2nnc3n2CCC3)c1 | 0.305
CCC(C)N1CCN(C(=O)c2cccs2)CC1 (stereo not given) | -0.0259
Cc1nnsc1C(=O)NC(C)C12CC3CC(CC(C3)C1)C2 (stereo not given) | -0.0376
CCCN(CCC)CCNc1c(NC2CCN(C(=O)OCC)CC2)c(=O)c1=O | 0.0102
COc1ccc(/C=C(/C(=O)Nc2ccccc2C(=O)N2CCCC2)c2ccccc2)cc1 | -2.51
CC(C)C(c1nnnn1CCc1ccccc1)N1CCN(C(=O)c2ccco2)CC1 (stereo not given) | 1.91
O=C(C1CC1)N1CCc2cc(Br)cc(S(=O)(=O)NCCN3CCOCC3)c21 | -0.446
COc1ccc(/C=C/C(=O)c2ccc(Cl)s2)cc1O | 0.147
CC1CCN(C(=O)c2cccc(S(=O)(=O)N3CCCCC3)c2)CC1 | 0.965
Cc1nn(C)c(C)c1N1C(=O)c2cccc3c(Br)ccc(c23)C1=O | 0.926
OCCCn1c(C2CCCN2c2nc(-c3ccc(Cl)cc3)cs2)nc2cc(Cl)c(N3CCCCC3)cc21 (stereo not given) | 0.125
CC1(C)CC(O)C(CCC(O)c2ccccc2)C(C)(C)N1 (stereo not given) | -0.695
CCOc1ccc(NC(=O)CNC(=O)c2cn(-c3ccccc3OC)c(=O)c3ccccc23)cc1 | -1.88
CONC(=O)c1cc(OCC(F)(F)F)ccc1OCC(F)(F)F | 0.627
Cc1ccc(S(=O)(=O)N2CCC(C(=O)Nc3ccc4c(c3)OCO4)CC2)cc1 | -0.157
O=c1ccc2ccc(OCc3nnc(-c4ccccc4Br)o3)cc2o1 | -0.0605
C=C(C)Cn1c(=S)[nH]c2ccccc2c1=O | -0.121
N#Cc1cccc(NC(=O)CC2CCCCC2)c1 | -0.00927
Cc1ccc(Cl)cc1N1CCN(C(=O)C2CCN(S(=O)(=O)c3cccnc3)CC2)CC1 | -0.454
CN1C(=O)CC(C(=O)O)SC1=Nc1cc(Cl)c(O)c(Cl)c1 (stereo not given) | -0.357
Cc1ccc(NC(=O)CS(=O)CC(=O)N(c2ccc(C)cc2)C(C)C(=O)NC2CCCCC2)cc1 (stereo not given) | -7.29*
CCOC(=O)C1=C(CNCCc2ccc(Cl)cc2)NC(=O)NC1c1ccc2c(c1)OCO2 (stereo not given) | -4.57*
CCOC(=O)C1CCN(c2ncnc3c2oc2ccc(Cl)cc23)CC1 | -1.47
CC(NC(=O)C(Cc1ccccc1)N1C(=O)C2C3CCC(C3)C2C1=O)c1ccccc1 (stereo not given) | -0.00516
CCOc1ccccc1C(=O)OCC(=O)Nc1ncc(C(F)(F)F)cc1Cl | -0.174
Cc1noc(C)c1COC(=O)c1ccc2c(c1)S(=O)(=O)c1ccccc1C2=O | -1.04
COc1ccc(-c2n[nH]c3c2C(c2ccc(OC)c(OC)c2)N(c2ccccc2)C3=O)cc1 (stereo not given) | -5.6*
O=C(c1ccccc1)N1CC(COc2ccccc2)OC(c2ccco2)O1 (stereo not given) | -4.03*
CCOC(=O)c1cnn(-c2ccccc2)c1-c1ccccc1 | -1.19
COc1ccc2nc(NC(=O)C3CCCN(S(=O)(=O)c4cccc5nsnc45)C3)sc2c1 (stereo not given) | -4.33
O=C(COC(=O)c1cccs1)NC1CCCCC1 | 0.275
Cc1ccc(-n2c(C)cc3c2CC(C)(C)CC3=O)cc1C | -2.68
COc1ccc(CCN=CC2=C(O)CCCC2=O)cc1OC | 0.152
CCc1cc2c(SCC(=O)c3ccc(Cl)s3)ncnc2s1 | 0.15
COC(=O)c1ccccc1NC1CC(=O)N(c2c(C)cccc2C)C1=O (stereo not given) | -2.17
CCn1ncc(C2=NOC(C(=O)Nc3cccnc3)C2)c1C (stereo not given) | 0.0108
COc1ccc(CCCc2nnc(SCC(=O)Nc3cc(C)ccc3C)o2)cc1 | -2.82
Cc1ccc(NC(=O)c2cc3nc(C)cc(C)n3n2)cc1 | -0.705
CCN(C(=O)CN1CCN(c2ccccc2OC)CC1)c1c(N)n(Cc2ccccc2)c(=O)[nH]c1=O | 1.38
COc1ccc(/C=C/C(=O)c2c(O)cc(C)oc2=O)c(OC)c1 | 0.495
COc1cc(C2C(C(=O)c3ccc(C)o3)=C(O)C(=O)N2CCc2ccccc2)ccc1O (stereo not given) | -1.24
COc1cccc(N2CCN(C(=O)c3[nH]c(C)c(C(C)=O)c3C)CC2)c1 | 0.0967
Cn1c(=O)c2c(nc(N3CCN(Cc4ccccc4)CC3)n2CC(=O)c2ccccc2)n(C)c1=O | -0.497
CCN(CCNC(=O)C1CCN(Cc2nc(-c3cccc(Cl)c3)oc2C)CC1)c1ccccc1 | -6.94*
COC(=O)c1ccc(N(C(=O)CNC(=O)c2ccco2)C(C(=O)NC2CCCC2)c2ccco2)cc1 (stereo not given) | -0.939
CC(C)C(=O)Nc1ccc(Sc2ccc(F)cc2)cc1 | -3.23
COCCN1C(=O)c2oc3c(C)cc(C)cc3c(=O)c2C1c1cccc(O)c1 (stereo not given) | -1.05

Other structures:
smiles | Cav3 T inh
Clc1ccc(-c2nc(NCCN3CCOCC3)c3ccccc3n2)cc1 | 0.446
CC1CCN(C(=O)CSc2nnc(Cc3cccn3C)n2-c2ccc(F)cc2)CC1 | 0.241
COC(=O)CN1C(=O)C2(C(C#N)=C(N)Oc3ccccc32)C2=C1CC(C)(C)CC2=O (stereo not given) | -0.487
CC(C)(C)OC(=O)NCCc1nnc(SCc2ccc(Cl)cc2)o1 | -2.79
Cc1ccc(NC(=O)CN(C)S(=O)(=O)c2cccc3nsnc23)cc1Cl | -7.16*
Cc1cc(C)n2nc3nc4c(cc3c2n1)CCCC4 | 0.15
c1ccc(-n2ncc3c(N4CCN(CCOc5cccc6ccccc56)CC4)ncnc32)cc1 | -1.39
CCCCNc1ccc(C(=O)Nc2cccc(C)n2)cc1[N+](=O)[O-] | -0.43
c1ccc(-c2cc(N3CCCCC3)ncn2)cc1 | -0.455
CN1C(C(=O)NCc2ccccc2)CC2Cn3c(nc4cc(Cl)c(Cl)cc43)C21 (stereo not given) | 1.22
